Screens (PubChem BioAssay)
DUSP3 inh – inhibitors of human VHR1 phosphatase (DUSP3); P51452; recombinant VHR phosphatase, pNPP absorbance; inhibition, % at 13.3 µM; actives 0.52% (n = 290,000); AID 1654; in the data active = inhibition above about 50%; note: some compounds called inactive have numbers as strong as hits
Target sequence (P51452 whole entry, looked up): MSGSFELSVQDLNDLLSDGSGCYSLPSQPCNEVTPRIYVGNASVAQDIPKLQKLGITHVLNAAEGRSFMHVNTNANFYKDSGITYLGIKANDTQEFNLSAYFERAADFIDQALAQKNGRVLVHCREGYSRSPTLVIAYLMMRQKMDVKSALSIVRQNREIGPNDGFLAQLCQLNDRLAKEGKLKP
SSB-PriA inh – inhibitors of Klebsiella pneumoniae PriA binding to SSB C-terminal tail; AlphaScreen SSBct-PriA binding, biotinylated peptide; inhibition, % at 33 µM; actives 0.6% (n = 430,000); AID 1272365; in the data active = inhibition mostly above about 37%, no sharp cut-off; inactive = mostly below about 20%;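 note: plate controls were negative control peptide for no effect and reference peptide for full effect; strong numbers were not always called active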
CCHFV vOTU inh – CCHFV vOTU protease inhibition. Pep-AMC fluorescence. inhibition, % at 11.5 µM. actives 0.55% (n = 370,000). AID 651958; in the data active = inhibition above about 30%; note: 0% = vehicle wells with enzyme and 100% = no enzyme wells
Rv3671c inh – Rv3671c (M. tuberculosis) protease inhibition | P9WHR9 | inhibition, % at 5.96 µM | actives 0.048% (n = 320,000) | AID 2606; in the data active = inhibition above about 38%;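 note: extracellular domain of Rv3671c used as enzyme; 0% = enzyme with DMSO and 100% = no enzyme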
Target sequence (P9WHR9 whole entry, looked up, the tested form may be a part): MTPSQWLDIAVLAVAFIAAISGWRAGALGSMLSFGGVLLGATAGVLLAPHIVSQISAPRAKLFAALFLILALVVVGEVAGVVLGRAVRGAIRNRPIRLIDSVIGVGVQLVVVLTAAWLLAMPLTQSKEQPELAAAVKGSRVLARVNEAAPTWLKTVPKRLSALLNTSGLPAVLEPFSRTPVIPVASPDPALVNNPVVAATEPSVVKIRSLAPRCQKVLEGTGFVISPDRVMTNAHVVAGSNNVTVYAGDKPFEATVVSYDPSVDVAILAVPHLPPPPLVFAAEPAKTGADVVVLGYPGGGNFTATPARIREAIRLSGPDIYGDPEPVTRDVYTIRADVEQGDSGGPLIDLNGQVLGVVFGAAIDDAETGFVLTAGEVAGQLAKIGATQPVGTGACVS
BoNT-A LC inh2 – blocks Botulinum neurotoxin A light chain protease; inhibition, % at 10 µM; multiplex microsphere protease substrate cleavage, flow cytometry; actives 0.17% (n = 360,000); AID 588499; note: plate controls were buffer without enzyme for full effect and enzyme alone for no effect
MazF activator – activators of E. coli MazEF toxin-antitoxin RNase; P0AE70; FAM/BHQ RNA-DNA oligo cleavage fluorescence, 5 h; activation, % at 20 µM; actives 0.32% (n = 350,000); in the data active = activation above about 50%
Target sequence (P0AE70 whole entry, looked up): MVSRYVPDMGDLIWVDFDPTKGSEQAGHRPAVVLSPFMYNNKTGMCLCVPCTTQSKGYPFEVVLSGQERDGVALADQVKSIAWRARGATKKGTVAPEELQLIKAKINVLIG
BoNT F protease – BoNT F light chain protease inhibition. Multiplex microsphere protease cleavage assay, flow cytometry. inhibition, % at 10 µM. actives 0.22% (n = 360,000); in the data active = inhibition above about 35%, passing the limit was not always enough; inconclusive = no clear call, values can overlap the other calls; note: plate controls were buffer without enzyme for full effect and enzyme alone for no effect
3CLpro inhibitor – SARS-CoV 3CLpro protease inhibition | P0C6X7 | recombinant SARS-CoV 3CLpro, quenched FRET peptide cleavage | inhibition, % at 6 µM | actives 0.14% (n = 290,000) | AID 1706; in the data active = inhibition above about 12%
Anthrax LF prot – anthrax lethal factor protease inhibition; P15917; multiplex microsphere protease cleavage assay, LF; inhibition, % at 10 µM; actives 0.12% (n = 360,000); note: plate controls were buffer without enzyme for full effect and enzyme alone for no effect
PrPC TRFRET – cell surface PrPC inhibition, primary TR-FRET screen; P04156; TR-FRET read-out; inhibition, % at 13.8 µM; actives 0.43% (n = 370,000); AID 720596; in the data active = inhibition above about 24%; note: 0% = median of the test wells and 100% = reference compound wells
* = called active by the depositor; ? = inconclusive; . = no result given. Cut-off read from the data, not from the text of the source, unless noted: active = inhibition above about 30%; inconclusive = no clear call, values can overlap the other calls; inactive = below that.

(1) Cc1[nH]c2ccccc2c1C(=O)C(=O)NCc1nnnn1-c1ccc(F)c(F)c1
(2) CCOc1ccccc1N1CN(Cc2ccccc2)CNC1=S
(3) CCOC(=O)Cn1nc(-c2ccc(Cl)cc2)cc1N
(4) O=C(CCOc1cccc(Br)c1)NNC(=O)COc1ccc(F)cc1
(5) COc1ccc(CCNC(=O)C2CCN(S(=O)(=O)c3ccc(-n4cnnn4)cc3)CC2)cc1OC

assay / entry,1,2,3,4,5
DUSP3 inh,.,21,-6,.,8
SSB-PriA inh,.,-2,-4,-3,-7
CCHFV vOTU inh,14,-7,1,6,18
Rv3671c inh,.,-5,0,.,-4
BoNT-A LC inh2,-0.2,.,0.3,-0.4,0.7
MazF activator,3,-10,-4,0,-3
BoNT F protease,-4,.,-2,11,0
3CLpro inhibitor,.,5,0,.,-2
Anthrax LF prot,1,.,5,1,-3
PrPC TRFRET,0,-1,-2,-5,0

(6) CNS(=O)(=O)c1cccc(C(=O)OCc2csc(-c3ccccc3)n2)c1
(7) CCCCNC(NCCCC)=C(S(=O)(=O)CC)S(=O)(=O)CC
(8) Cc1ccccc1NC(=O)Cc1nc(COC(=O)C(NC(=O)c2ccccc2C)C(C)C)cs1 (configuration not stated)
(9) Cc1cc2cc(C=C(C#N)C#N)c(Cl)nc2cc1C
(10) COc1ccc(/C(C)=N/N=C(N)N)c(OC)c1

assay / entry,6,7,8,9,10
DUSP3 inh,0,4,.,5,-5
SSB-PriA inh,10,-6,-12,4,.
CCHFV vOTU inh,22,3,-1,5,-10
Rv3671c inh,-10,2,0,0,-5
BoNT-A LC inh2,-0.6,0.1,1.5,0.0,-1.0
MazF activator,-2,8,2,53*,16
BoNT F protease,-5,1,5,1,1
3CLpro inhibitor,8,4,.,-4,7
Anthrax LF prot,-3,-4,-3,-1,-5
PrPC TRFRET,5,6,1,-17,-2

(11) CCOc1ccc(CNC(=O)C2Cc3cc(S(=O)(=O)N4CCCC4)ccc3N2C(C)=O)cc1 (configuration not stated)
(12) CC(C)c1nc(N2CCN(C(=O)c3ccco3)CC2)c2c3c(sc2n1)CCCC3
(13) CCOc1ccc(CCNC(=O)CSc2nn(-c3ccc(C)c(Cl)c3)c(=S)s2)cc1OCC
(14) COCCSc1ccccc1C(=O)N1CCc2ccccc2C1
(15) COc1cc2c(cc1OC)C1c3ccc(OC)c(OC)c3OCC1(O)C2 (configuration not stated)

assay / entry,11,12,13,14,15
DUSP3 inh,6,1,19,9,.
SSB-PriA inh,-6,9,-1,6,-7
CCHFV vOTU inh,16,8,7,2,-1
Rv3671c inh,-1,0,-2,-2,.
BoNT-A LC inh2,-3.0,0.7,1.5,0.3,-0.2
MazF activator,7,-1,1,9,6
BoNT F protease,-10,4,8,-3,-3
3CLpro inhibitor,0,2,1,2,.
Anthrax LF prot,-4,-4,0,-5,-1
PrPC TRFRET,-5,0,4,4,3

(16) Clc1cc2cccnc2c2ccccc12
(17) CC12CCC(=O)N1c1ccccc1C(=O)N2c1ccccc1 (configuration not stated)
(18) N#CN=C1SCCS1
(19) CCOC(=O)C1=CCN(S(=O)(=O)c2ccc(Br)cc2)C1c1ccccc1 (configuration not stated)
(20) Cc1cc(/C=C2/C(=N)N3C(c4ccccc4)=CSC3=NC2=O)c(C)n1-c1ccc(Cl)cc1

assay / entry,16,17,18,19,20
DUSP3 inh,8,-2,6,.,.
SSB-PriA inh,-38,-2,-2,.,-4
CCHFV vOTU inh,-15,-2,-1,7,15
Rv3671c inh,-2,-2,-1,.,.
BoNT-A LC inh2,1.0,-1.9,1.2,-0.6,-0.6
MazF activator,-4,2,0,.,0
BoNT F protease,13,-12,?,2,3
3CLpro inhibitor,4,-3,-6,.,.
Anthrax LF prot,4,-1,-2,-8,2
PrPC TRFRET,-3,4,3,1,3

Laid out differently: entries from further up
# | SMILES | DUSP3 inh | SSB-PriA inh | CCHFV vOTU inh | Rv3671c inh | BoNT-A LC inh2 | MazF activator | BoNT F protease | 3CLpro inhibitor | Anthrax LF prot | PrPC TRFRET
16 | Clc1cc2cccnc2c2ccccc12 | 8 | -38 | -15 | -2 | 1.0 | -4 | 13 | 4 | 4 | -3
17 | CC12CCC(=O)N1c1ccccc1C(=O)N2c1ccccc1 (configuration not stated) | -2 | -2 | -2 | -2 | -1.9 | 2 | -12 | -3 | -1 | 4
18 | N#CN=C1SCCS1 | 6 | -2 | -1 | -1 | 1.2 | 0 | ? | -6 | -2 | 3
19 | CCOC(=O)C1=CCN(S(=O)(=O)c2ccc(Br)cc2)C1c1ccccc1 (configuration not stated) | . | . | 7 | . | -0.6 | . | 2 | . | -8 | 1

More results.
(21) Cc1ccc(C(=O)C(C)OC(=O)Cn2c(C)csc2=O)cc1 (configuration not stated)
(22) CC1C=CCC2C(=O)N(c3cccc(C(=O)NCCc4ccccc4)c3)C(=O)C12 (configuration not stated)
(23) Cc1oc(-c2ccc3c(c2)OCCO3)cc1C(=O)O
(24) CCOc1ccc(Oc2ccc(Cl)cc2NC(=O)C2=COCCO2)cc1
(25) O=C1c2cccc3c([N+](=O)[O-])ccc(c23)C(=O)N1CC1CCCO1 (configuration not stated)

assay / entry,21,22,23,24,25
DUSP3 inh,32,-5,-14,.,-1
SSB-PriA inh,-5,2,-1,-13,2
CCHFV vOTU inh,-8,-4,6,-4,-9
Rv3671c inh,-3,-7,9,-7,.
BoNT-A LC inh2,-1.3,0.6,0.1,-2.2,0.5
MazF activator,3,5,2,-8,4
BoNT F protease,0,-4,-1,-7,-1
3CLpro inhibitor,1,-2,5,.,2
Anthrax LF prot,0,-17,0,-4,5
PrPC TRFRET,-3,2,3,-11,-25

(26) CC(C)(C)c1cc(Cl)ccc1OCCOCCN1CCCC1
(27) CCc1sc(C(=O)Nc2ncccc2O)cc1C
(28) Cc1ccc(NC(=O)COC(=O)C2C3CC4OC(=O)C2C4C3)cc1Cl (configuration not stated)
(29) Cc1cc(Cl)c(S(=O)(=O)Nc2ccc3c(c2)OCO3)cc1OCC(N)=O
(30) COc1ccc(N2CCN(S(=O)(=O)c3ccc4c(c3)NC(=O)C(C)S4)CC2)cc1 (configuration not stated)

assay / entry,26,27,28,29,30
DUSP3 inh,20,5,-3,7,6
SSB-PriA inh,-8,-3,3,-13,-3
CCHFV vOTU inh,10,18,6,2,4
Rv3671c inh,11,.,-9,-4,-1
BoNT-A LC inh2,.,2.2,-1.6,1.3,-1.7
MazF activator,18,-6,-8,-3,6
BoNT F protease,.,-8,3,2,-5
3CLpro inhibitor,4,-2,-4,-1,2
Anthrax LF prot,.,0,0,-4,-1
PrPC TRFRET,-5,-6,6,3,-3

(31) CN(CC(=O)Nc1ccc(F)cc1)C(=O)c1ccc(-c2ccc(Cl)cc2)o1
(32) O=C(c1cc(COc2cccc(C(F)(F)F)c2)on1)N1C[C@H]2CC[C@H]1C2
(33) Cc1csc(NC(=O)C2C3C=CC(O3)C2C(=O)O)n1 (configuration not stated)
(34) NC(=O)CSc1nnc(-c2cccnc2)n1CCc1ccccc1
(35) CCS(=O)(=O)N1Cc2ccccc2CC1C(=O)Nc1nc2ccc(C)cc2s1 (configuration not stated)

assay / entry,31,32,33,34,35
DUSP3 inh,17,6,-8,24,-7
SSB-PriA inh,-6,-16,-15,-25,7
CCHFV vOTU inh,5,11,-7,-14,-3
Rv3671c inh,-9,-6,-11,1,-8
BoNT-A LC inh2,2.0,-0.8,0.7,-0.3,-0.2
MazF activator,-6,1,1,6,8
BoNT F protease,2,6,-5,-8,-7
3CLpro inhibitor,1,2,4,0,5
Anthrax LF prot,-1,-1,3,-5,-5
PrPC TRFRET,2,1,2,-5,3

(36) Cc1cc(C)c2[nH]c(=O)c(CN(CC3CCCO3)C(=O)c3cnccn3)cc2c1 (configuration not stated)
(37) Cn1c(=O)c2c([nH]c(=O)n2C)n(Cc2ccccc2)c1=O
(38) S=c1[nH]cc(-c2ccc(Cl)cc2)n1Cc1ccccc1
(39) Cn1c(=O)c2cc(NC(=O)NCCc3cccs3)ccc2n1Cc1cccc(C(F)(F)F)c1
(40) COc1cc(OC)cc(Oc2ccc(S(=O)(=O)N3CCCCC3)cc2[N+](=O)[O-])c1

assay / entry,36,37,38,39,40
DUSP3 inh,18,.,-1,.,-8
SSB-PriA inh,-9,-15,-4,.,5
CCHFV vOTU inh,1,-4,-4,-100,4
Rv3671c inh,2,1,-7,.,-10
BoNT-A LC inh2,0.1,.,2.3,0.3,-1.6
MazF activator,7,17,-1,.,9
BoNT F protease,2,.,-5,-2,-17
3CLpro inhibitor,-3,.,0,.,-3
Anthrax LF prot,-1,.,-7,-3,-5
PrPC TRFRET,-2,7,6,15,-1

(41) CCN(C(=S)NCCOC)c1cccc2ccccc12
(42) c1ccc(COc2ccc(-c3cc4nc(NCCOc5ccccc5)ccn4n3)cc2)cc1
(43) O=c1[nH]c2cc([N+](=O)[O-])cc(Cl)c2c2ccccc12
(44) CCn1cc(C(=O)N(CCCN2CCOCC2)Cc2ccco2)c(=O)c2ccc(C)nc21
(45) Cc1ccc(S(=O)(=O)NCC(=O)N(CC(=O)NC2CCCC2)c2ccc3c(c2)OCCO3)cc1

assay / entry,41,42,43,44,45
DUSP3 inh,5,.,.,19,-10
SSB-PriA inh,1,.,.,0,-7
CCHFV vOTU inh,-14,5,7,9,12
Rv3671c inh,4,.,.,-2,.
BoNT-A LC inh2,-0.1,0.2,-0.3,-0.7,-0.4
MazF activator,-1,.,8,8,-5
BoNT F protease,4,8,-2,-6,-4
3CLpro inhibitor,0,.,.,-1,1
Anthrax LF prot,-7,-3,-2,1,-1
PrPC TRFRET,13,10,-1,-9,-1

The last 2 entries of the part above are carried over, then new ones follow.
(44) CCn1cc(C(=O)N(CCCN2CCOCC2)Cc2ccco2)c(=O)c2ccc(C)nc21
(45) Cc1ccc(S(=O)(=O)NCC(=O)N(CC(=O)NC2CCCC2)c2ccc3c(c2)OCCO3)cc1
(46) Cc1ccc(S(=O)(=O)CCC(=O)OCC(=O)N(C)Cc2ccccc2)cc1
(47) O=C1CC(N2CCN(c3ccccn3)CC2)C(=O)N1CC(c1ccccc1)c1ccccc1 (configuration not stated)
(48) COc1cccc(N2C(=NC(=O)CCC3CCCC3)SC3CS(=O)(=O)CC32)c1 (configuration not stated)
(49) CCOc1ccc(S(=O)(=O)N2CCCC(C(=O)NC3CCCC3)C2)cc1 (configuration not stated)
(50) Cn1c(SCC(N)=O)nnc1C1CCN(C(=O)NC2CCCCC2)CC1
(51) O=C(CN1C(=O)NC2(CCCCC2)C1=O)Nc1ccc2[nH]c(=O)[nH]c2c1
(52) Cc1nn(C)c(C)c1CCC(=O)N1CCCC(Nc2ccc(C(C)C)cc2)C1 (configuration not stated)
(53) CCC(C)(C(=O)NC1CCCC1)N(Cc1cccs1)C(=O)Cc1cccs1 (configuration not stated)

assay / entry,44,45,46,47,48,49,50,51,52,53
DUSP3 inh,19,-10,.,4,-6,-12,40,.,2,21
SSB-PriA inh,0,-7,-7,13,-15,-6,-11,-10,-7,-3
CCHFV vOTU inh,9,12,5,38*,6,2,8,0,8,1
Rv3671c inh,-2,.,.,3,4,0,5,-3,-7,1
BoNT-A LC inh2,-0.7,-0.4,1.9,0.7,-2.2,2.4,1.2,1.5,-3.2,-0.4
MazF activator,8,-5,1,0,-8,-1,4,3,10,2
BoNT F protease,-6,-4,9,18,0,-4,25,0,-12,-8
3CLpro inhibitor,-1,1,.,-1,5,1,-3,.,7,-1
Anthrax LF prot,1,-1,4,-1,-3,-1,0,0,0,-1
PrPC TRFRET,-9,-1,-2,-5,-6,-4,-4,-1,2,-1

This is a subset; rates above refer to the full screens.
